Source: PubChem BioAssay
ADAM17 inh = inhibitors of human ADAM17; P78536; recombinant ADAM17, EDANS/DABCYL FRET peptide cleavage; inhibition, % at 6.95 µM; 370,000 compounds, 0.83% hits; AID 720648;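 active = inhibition above the mean of compounds lying between control limits plus 3 SD, set per campaign, cut at about 8.5% in these data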;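 note: 0% = DMSO-only wells as the low control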
hcDAF12 agonist = H. contortus DAF-12 activation, primary screen | HEK293 hcDAF-12 lit1-tk-luc reporter, luminescence; 0% DMSO, 100% Δ7-dafachronic acid | activation, % at 6.8 µM | 370,000 compounds, 1.4% hits | AID 652067;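 active = activation above the mean of all tested compounds plus 3 SD, cut at about 5.5% in these data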;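 note: 100% = response to 3 µM Δ7-dafachronic acid high control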
GAA850 FXN act = increases GAA850 frataxin promoter reporter activity; AID 540364; 360,000 compounds, 0.56% hits; HEK293 lucGAA850 FXN promoter luciferase reporter, 24 h; percent of 10 µM SAHA response; activation, % at 6 µM;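 active = activation above the average of all compounds screened plus 3 SD, cutoff fixed separately per campaign, cut at about 7.5% in these data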;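 note: 0% = DMSO wells and 100% = 10 µM SAHA wells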
ADAM10 inh = inhibits human ADAM10; recombinant ADAM10, EDANS/DABCYL FRET peptide cleavage, 3 h; inhibition, % at 7 µM; 370,000 compounds, 0.62% hits; AID 720582;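 active = inhibition above a per-campaign cutoff equal to the mean of compounds falling between control-based bounds plus 3 SD, cut at about 20% in these data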;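 note: 0% = DMSO wells while the 100% control is not disclosed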
DAX1 inh-1 = blocks DAX1 repression of SF-1 activated StAR promoter; HEK293T StAR-luciferase reporter, SF-1/DAX-1 repression relief; inhibition, % at 6.8 µM; 370,000 compounds, 1.1% hits; AID 652010;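 active = inhibition above the mean over all tested compounds plus 3 SD, cut at about 3.6% in these data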;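 note: 0% = DAX-1 cells with DMSO and 100% = cells lacking DAX-1 with DMSO; higher inhibition means more luminescence from relief of DAX-1 repression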
PLC-gamma1 inh = PLC-gamma1 (human) inhibition, primary screen; P19174; purified PLC-gamma1, fluorogenic substrate, fluorescence; inhibition, % at 12.2 µM; 370,000 compounds, 0.84% hits; AID 720700; in the data active = inhibition above about 9.5%
sPLA2-III inh = Blocks human group III sPLA2 activity | Q9NZ20 | QFRET BODIPY PC-A2 liposome hydrolysis, fluorescence | inhibition, % at 12.2 µM | 370,000 compounds, 0.56% hits | AID 743126;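 active = inhibition above mean plus 3 SD of compounds lying within the high and low control bounds, cut at about 19% in these data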;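 note: 0% = median of test compound wells and 100% = no enzyme DMSO wells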
PLCb3 inh = PLC-beta3 (human) inhibition, primary screen. inhibition, % at 12.2 µM. AID 720704. Purified PLC-beta3, fluorogenic substrate, fluorescence. Q01970. 370,000 compounds, 0.18% hits; in the data active = inhibition above about 11%;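 note: 0% = median of compound wells on plate and 100% = full blocker control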
Target sequence (Q01970 whole entry, looked up): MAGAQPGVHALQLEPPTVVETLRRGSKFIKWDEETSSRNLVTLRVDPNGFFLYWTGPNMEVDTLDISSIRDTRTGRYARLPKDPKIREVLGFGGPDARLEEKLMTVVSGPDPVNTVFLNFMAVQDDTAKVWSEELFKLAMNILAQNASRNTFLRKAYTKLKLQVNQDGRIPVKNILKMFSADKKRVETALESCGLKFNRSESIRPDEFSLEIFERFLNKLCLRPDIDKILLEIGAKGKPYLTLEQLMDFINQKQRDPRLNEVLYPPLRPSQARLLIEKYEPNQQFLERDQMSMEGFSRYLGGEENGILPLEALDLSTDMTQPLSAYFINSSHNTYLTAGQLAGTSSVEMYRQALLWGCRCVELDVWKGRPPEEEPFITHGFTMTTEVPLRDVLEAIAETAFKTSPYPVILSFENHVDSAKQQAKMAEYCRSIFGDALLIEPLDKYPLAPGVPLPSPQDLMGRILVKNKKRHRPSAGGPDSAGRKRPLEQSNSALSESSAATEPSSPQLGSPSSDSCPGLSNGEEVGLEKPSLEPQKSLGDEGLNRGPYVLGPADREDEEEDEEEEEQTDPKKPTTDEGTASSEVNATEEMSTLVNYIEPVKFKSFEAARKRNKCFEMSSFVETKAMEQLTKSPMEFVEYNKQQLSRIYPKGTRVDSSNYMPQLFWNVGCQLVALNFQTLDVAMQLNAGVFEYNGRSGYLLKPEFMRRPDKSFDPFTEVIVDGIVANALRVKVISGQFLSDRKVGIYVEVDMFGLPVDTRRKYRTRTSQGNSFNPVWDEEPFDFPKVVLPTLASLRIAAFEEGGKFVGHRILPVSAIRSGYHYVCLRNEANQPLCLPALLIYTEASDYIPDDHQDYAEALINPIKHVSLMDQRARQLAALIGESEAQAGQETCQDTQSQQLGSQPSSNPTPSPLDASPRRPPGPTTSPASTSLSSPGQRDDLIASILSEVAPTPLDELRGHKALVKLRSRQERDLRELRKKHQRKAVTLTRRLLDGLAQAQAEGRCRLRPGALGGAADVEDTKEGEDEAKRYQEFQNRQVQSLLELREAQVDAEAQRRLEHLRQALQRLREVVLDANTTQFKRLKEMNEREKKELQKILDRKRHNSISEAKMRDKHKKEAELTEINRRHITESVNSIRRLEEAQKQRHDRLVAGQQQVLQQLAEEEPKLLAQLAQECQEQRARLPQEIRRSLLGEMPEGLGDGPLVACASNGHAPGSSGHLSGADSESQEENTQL
DAX1 inh-2 = NR0B1 (DAX1) inhibition; P51843; HEK293 Gal4-DAX1 luciferase reporter, luminescence; inhibition, % at 6.75 µM; 340,000 compounds, 0.99% hits; AID 504766;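 active = inhibition above the mean over all tested compounds plus 3 SD, cut at about 4.2% in these data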;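 note: 0% = DAX1-transfected cells with DMSO and 100% = empty-vector control cells with DMSO; inhibition shows as a rise in luminescence from relieved DAX1 repression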
ssDAF-12 act = S. stercoralis DAF-12 activation, primary screen. activation, % at 6.8 µM. 370,000 compounds, 1% hits. HEK293 ssDAF-12/GRIP1 lit1-tk-luc reporter, luminescence; % of 3 µM dafachronic acid response;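 active = activation above the mean over all tested compounds plus 3 SD, cut at about 0.9% in these data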;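 note: 0% = DMSO-only wells and 100% = 3 µM delta7-dafachronic acid wells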
hgDAF12 agonist = hgDAF-12 agonism, primary luciferase screen | activation, % at 6.8 µM | HEK293 GAL4-hgDAF12 UAS-luciferase reporter, agonist luminescence; normalized to butyrate control | 370,000 compounds, 1.8% hits;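 active = activation above a cutoff set at the mean of all screened compounds plus 3 SD, cut at about 10% in these data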;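 note: 0% = DMSO wells and 100% = sodium butyrate wells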
The depositor's hits bear a star; i = inactive; . = no result given.

SMILES	ADAM17 inh	hcDAF12 agonist	GAA850 FXN act	ADAM10 inh	DAX1 inh-1	PLC-gamma1 inh	sPLA2-III inh	PLCb3 inh	DAX1 inh-2	ssDAF-12 act	hgDAF12 agonist
CC1C(=O)C(C)C(c2ccc(Br)cc2)NC1c1ccc(Br)cc1 (stereo not given)	-1	0.0	0.5	5	-0.2	0	1	-2	-0.8	-1.1	-0.4
O=C(CN1CCN(S(=O)(=O)c2ccc(Cl)s2)CC1)NCc1ccc(Cl)cc1	4	-1.5	-2.0	9	-0.9	6	-21	5	1.5	-1.2	-3.9
COC(=O)/C=C1\S/C(=N/N=C/c2ccccc2)NC1=O	2	1.7	-4.4	3	0.1	6	-7	0	-0.4	-1.2	-3.8
CCOC(=O)N1CCN(C(=O)Nc2ccc(Cl)cc2)CC1	-1	-1.7	1.8	4	-0.3	9	3	6	-0.1	-1.1	0.4
CCOC(=O)/C=C1\SCC(=O)N1CC(O)CN1C(=O)CS/C1=C/C(=O)OCC (stereo not given)	-1	-1.7	1.9	-15	0.6	1	7	-6	3.0	-1.0	-0.7
CC(C)CN(C(=O)COc1ccc(C(C)(C)C)cc1)C1CCS(=O)(=O)C1 (stereo not given)	-3	-2.2	-2.9	-5	0.1	2	2	-5	-0.3	-0.7	0.4
CCNC(=O)CN1C(=O)NC2(CCCCCC2)C1=O	-1	-0.7	1.7	-7	1.9	1	-1	1	0.7	-1.2	-1.4
CC(C)OC(=O)C1=C(N)N2C(=O)CSC2=C(C(=O)OC(C)C)C1	-10	-0.8	2.2	-30	-0.5	-11	-12	-12	2.4	-1.7	-2.6
CCN(Cc1ccncc1)C(=O)c1ccccc1NS(=O)(=O)c1ccc(Br)cc1	-5	3.3	-0.8	0	0.1	-5	-17	-11	-1.9	-1.2	-0.9
Cc1cccc(N2C(=O)CN(Cc3sccc3C)C2=S)c1	0	1.4	0.4	-2	-0.7	1	-207	0	0.4	-1.8	0.3
Cc1ccc(C(=O)NNS(=O)(=O)c2ccc(F)cc2)cc1	-2	1.5	-0.7	-7	-0.4	2	-5	-4	-0.5	-1.7	-1.9
COc1cc(NC(=O)c2ccccc2C)c(OC)cc1NC(=O)CN1CCOCC1	-2	-1.6	0.9	-13	-1.2	1	-1	-1	-2.5	-1.4	-1.8
O=C(CCN1CCOCC1)NNC(=S)NC(=O)c1ccccc1	-4	-1.0	-1.6	-1	-0.6	-2	9	1	-0.2	-0.9	-1.9
CCC(CC)C(=O)Nc1ccc(S(=O)(=O)Nc2nccs2)cc1	2	-0.2	1.6	-6	0.5	-1	-10	-1	0.9	-0.3	2.1
COc1ccccc1N(C)S(=O)(=O)c1ccc(C(=O)Nc2ccc(C(N)=O)cc2)cc1	-1	-1.0	-0.9	-2	0.6	-2	-1	-1	0.8	-1.5	-1.8
Cc1ccc(NC(=O)c2ncn(CCCNCCCN(C)C)n2)cc1C	-5	-1.0	0.0	-1	1.2	2	4	-1	1.0	-1.1	-1.1
CC(C)(C)c1cc(NC(=O)Nc2ccccc2)no1	1	5.3	4.7	1	2.4	2	-20	0	2.7	0.0	23*
Cc1ccc(CN2C(=O)CNC2=S)cc1	-4	0.4	2.1	2	-0.5	-9	-41	-13	-0.2	-1.0	2.8
COC(=O)COc1cccc(NC(=O)c2cc(OC)cc(OC)c2)c1	-1	-1.6	-1.8	2	-1.0	2	3	-3	-0.3	-2.4	1.9
O=C(Nc1cccn(Cc2c(Cl)cccc2Cl)c1=O)c1ccc(Cl)cc1Cl	-2	-2.9	2.5	-7	-1.2	-3	-4	-5	-3.0	-2.7	-2.8
O=C(Nc1cccc(-c2csc(Nc3cccc(C(F)(F)F)c3)n2)c1)c1cc([N+](=O)[O-])cc(C(F)(F)F)c1	0	2.6	0.9	-2	0.2	1	9	4	2.6	0.1	0.1
CCCCCCn1c(SCCOC)nc2c1c(=O)[nH]c(=O)n2C	-2	-0.7	3.7	-13	-0.1	0	7	0	1.3	-1.1	-4.1
Nc1nc(N)c2cc(Sc3ccc4ccccc4c3)ccc2n1	-14	-3.5	-0.5	-30	-1.7	-15	4	-27	.	-2.1	-4.5
CC(=O)Oc1ccc(-c2ccc(C(=O)OCC(=O)N(C)CC(=O)Nc3ccccc3Cl)cc2)cc1	6	-1.9	2.0	-3	-0.5	-30	-36	-46	0.5	-1.0	0.1
COc1ccc(N(CC(=O)Nc2ccc(S(=O)(=O)N3CCCC3)cc2)S(C)(=O)=O)cc1OC	0	-1.4	2.0	0	-1.0	-2	-4	-1	-0.5	-1.3	-1.9

Brought forward from above: two compounds; new compounds follow.
SMILES	ADAM17 inh	hcDAF12 agonist	GAA850 FXN act	ADAM10 inh	DAX1 inh-1	PLC-gamma1 inh	sPLA2-III inh	PLCb3 inh	DAX1 inh-2	ssDAF-12 act	hgDAF12 agonist
CC(=O)Oc1ccc(-c2ccc(C(=O)OCC(=O)N(C)CC(=O)Nc3ccccc3Cl)cc2)cc1	6	-1.9	2.0	-3	-0.5	-30	-36	-46	0.5	-1.0	0.1
COc1ccc(N(CC(=O)Nc2ccc(S(=O)(=O)N3CCCC3)cc2)S(C)(=O)=O)cc1OC	0	-1.4	2.0	0	-1.0	-2	-4	-1	-0.5	-1.3	-1.9
CC1=C(C(=O)OCc2ccc3c(c2)OCO3)C(c2ccccc2OCc2ccccc2)NC(=O)N1 (stereo not given)	4	-0.8	-4.9	16	-1.1	-1	-8	-2	-0.4	-2.2	-1.0
CC1(C)Cc2cccc(OCC(=O)N3CCN(c4ccccc4F)CC3)c2O1	0	-1.5	-0.9	-4	0.1	2	-5	-4	-1.6	-0.7	1.6
CCCCS(=O)(=O)N1CCCc2nc(-c3ccccc3)ccc21	1	-0.6	.	-2	0.4	0	2	-2	.	-1.1	1.8
CCN1C(=O)[C@H]2[C@@H](c3ccc(-c4ccc(F)cc4)c(OC)c3)N[C@@](C)(C(=O)OC)[C@H]2C1=O	-14	-2.2	-2.2	-68	0.0	-9	-9	-14	-0.7	-1.6	-1.5
O=C1CC2CCCC(C1)S2=O (stereo not given)	-3	0.0	0.5	-3	0.1	-2	-3	2	0.8	0.0	2.2
C=CCNC(=O)C1CC(=O)N(c2ccc(OCC(=O)Nc3ccc(Cl)c(C(F)(F)F)c3)cc2)C1 (stereo not given)	-4	0.2	0.1	-6	0.1	1	0	2	0.8	-1.2	-2.8
COc1ccc(OC)c(CC(NC(C)=O)C(=O)NC2CCN(c3nc(OC)nc(OC)n3)CC2)c1 (stereo not given)	0	-0.5	0.9	-1	-0.9	-2	-3	-6	-1.7	-1.5	-0.7
Cc1cc(C)c(S(=O)(=O)NCCSCc2ccco2)c(C)c1	5	-1.9	2.6	-11	-0.7	-4	-12	-8	0.1	-1.0	0.7
CNC(=O)N(C1=NCC(C)S1)c1ccc(F)cc1F (stereo not given)	0	-0.7	1.5	2	-0.1	1	-1	-1	1.7	-1.3	-2.5
CCC(=O)N1CCc2cc(S(=O)(=O)CCC(=O)NC3CCCCC3)ccc21	1	-0.4	0.3	3	-0.3	2	2	-6	-0.2	-0.6	0.7
Cc1ccc(C2CC(C(F)F)n3ncc(C(=O)Nc4cnn(Cc5ccccc5C)c4)c3N2)cc1 (stereo not given)	-1	-0.6	1.9	11	-0.3	-1	-30	-1	-1.4	-1.3	1.3
CCCCC(CC)C(=O)Nc1ccc(S(=O)(=O)Nc2nccs2)cc1 (stereo not given)	-5	-1.3	-0.4	2	-0.1	2	-17	-7	0.1	-1.1	-3.0
CC(C)=CCCC(C)CN1CCC(O)CC1 (stereo not given)	-2	-0.1	0.7	2	-0.1	2	-1	3	0.7	-0.8	-1.6
COc1ccc(OCCOC(=O)CN2C(=O)NC3(CCCC3)C2=O)cc1	-6	-0.8	1.0	-10	0.2	1	9	-7	0.2	-1.3	-2.2
CCn1c2ccccc2c2cc(NC(=O)CC(C)=O)ccc21	-4	-2.5	-1.6	-13	0.1	0	-30	1	0.3	-1.3	6.4
COC(=O)c1cc(NC(=O)CSC2=NCCS2)cc(C(=O)OC)c1	-5	-1.7	0.7	-12	-1.4	1	13	2	-0.5	-0.3	3.6
CCOc1cc(C2C3=C(CCCC3=O)N(CCC(=O)O)C3=C2C(=O)CCC3)ccc1OS(=O)(=O)c1ccc(C)cc1	-456	0.2	-0.5	i	0.2	i	10	i	1.0	-1.3	-2.9
COc1ccc(NC(=O)CC(Cc2ccccc2)C(=O)O)cc1 (stereo not given)	0	1.1	-0.1	0	0.2	0	4	1	0.9	-1.4	-2.5
COC(=O)C[C@@H]1CC[C@H]2[C@@H](COc3ccc(NS(=O)(=O)CC(F)(F)F)cc3C(=O)N2C)O1	-7	-1.1	.	-2	0.7	1	6	0	.	-1.2	0.0
O=C(CN1C(=O)/C(=C/c2ccco2)SC1=S)Nc1ccc(C(=O)O)c(O)c1	-2	-1.0	-0.3	0	-1.1	58*	-17	-13	0.7	-1.4	-0.5
CCOc1cc(C(=O)Nc2ccc(S(=O)(=O)Nc3nnc(CC)s3)cc2)cc(OCC)c1OCC	1	-0.7	0.8	7	-0.4	1	-66	-2	-0.9	-1.4	-0.4
COCCNc1ncnc2c1ncn2[C@H]1CN(Cc2ccc(Cl)cc2)C[C@@H](CO)O1	-6	-1.9	-0.3	-8	-1.0	0	8	-2	.	-1.1	2.1
NC(=O)c1ccc[n+](Cc2cccc3ccccc23)c1	-7	-1.0	2.2	-3	-0.3	0	11	-3	1.6	-1.9	-0.5
CC(=O)Nc1ccc(Nc2cc(N(C)C)c3nonc3c2[N+](=O)[O-])cc1	-4	-0.7	0.9	-5	0.3	1	4	2	-0.4	-1.4	0.5
COC(=O)[C@H](C(C)C)N(CCCc1cn(Cc2ccccc2)nn1)S(=O)(=O)c1ccc(F)cc1Br	2	-4.1	.	2	-1.7	0	-15	3	.	-2.2	-3.5
(more compounds)
SMILES	ADAM17 inh	hcDAF12 agonist	GAA850 FXN act	ADAM10 inh	DAX1 inh-1	PLC-gamma1 inh	sPLA2-III inh	PLCb3 inh	DAX1 inh-2	ssDAF-12 act	hgDAF12 agonist
Cc1cc(OCc2ccc(F)cc2)nc(-c2ccccc2O)n1	-2	-0.1	0.6	8	-0.1	-3	-1	-1	0.0	-1.4	1.6
CC(CC(=O)NC1CCSC1=O)c1ccccc1 (stereo not given)	-5	0.1	-1.2	6	0.8	-1	2	-1	0.5	-1.3	0.1
C[C@@H]1ON(C)[C@H]2C[C@H]3c4[nH]c5c(-c6cc(Cl)cc(Cl)c6)cccc5c4CCN3C(=O)[C@@H]12	-14	0.0	.	-57	2.5	-41	2	-59	.	-1.2	1.9
Cc1oc(-c2ccccc2Cl)nc1CS(=O)(=O)CC(=O)NCCN1CCOCC1	-1	-0.7	0.2	-9	-0.8	2	6	2	-0.1	-1.3	-2.3
Cc1noc(C)c1CSCC(=O)N(C)CC(=O)Nc1ccccc1C(F)(F)F	-1	1.9	2.4	3	1.4	1	2	2	1.5	-0.5	5.3
CC(Sc1nnc(-c2ccccc2)c(-c2ccccc2)n1)C(=O)N1CCc2ccccc21 (stereo not given)	2	-0.3	-2.6	0	-0.4	2	-1	5	1.5	-0.5	4.2
COc1cccc(-c2cc(C(=O)N/N=C/c3ccco3)c3ccccc3n2)c1	0	-1.3	1.5	2	-1.7	-20	-3	-25	-0.5	-1.0	1.9
